# Assay outcomes: PubChem, several laboratories
# LAP4-GFP MLPCN – yeast TOR pathway LAP4-GFP modulation; S. cerevisiae LAP4-GFP multiplex, flow cytometry GFP, 3 h; median GFP as percent of DMSO wells; GFP response vs DMSO, % at 10 µM; 320,000 compounds, 0.34% hits; AID 2023;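 active = GFP response vs DMSO above a set limit, about the screen mean plus 3 SD, cut at about 150% in these data; inconclusive = under 70 cell events counted for the yeast strain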
# RPL19A TOR yeast – alters RPL19A-GFP fluorescence in TOR pathway yeast screen; 330,000 compounds, 0.3% hits; S. cerevisiae RPL19A-GFP strain, flow cytometry, 3 h; hits give low values; percent response vs DMSO, % at 10 µM; AID 2025;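 active = percent response vs DMSO below 50%; inconclusive = fewer than 70 events counted for the yeast strain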;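 note: median channel GFP fluorescence of the barcoded RPL19A-GFP strain; ratio of sample median GFP to plate DMSO average so 100% = DMSO; lower means less RPL19A-GFP as with rapamycin TOR inhibition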
# VLA-4 inh – inhibition in a human VLA-4 binding assay; P13612; VLA-4 expressing cells, ligand binding flow cytometry; inhibition, % (about 7 µM as worked out from the volumes in the protocol); 330,000 compounds, 0.2% hits; in the data active = inhibition above about 50%
# JMJD2C inh – human JMJD2C demethylase inhibition | GST-JMJD2C(1-420) H3K9me3 demethylation, DELFIA europium | 330,000 compounds, 0.069% hits | inhibition, % at 2.35 µM | Q9H3R0;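 active = more than half of a compound's replicate wells show inhibition beyond 50%, single wells judged on their own value; inconclusive = some, but no more than half, of replicates pass 50% inhibition; inactive = no replicate passes 50% inhibition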;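 note: signal counts dimethyl H3K9 product captured on neutravidin plate; 0% = median of DMSO wells and 100% = 0.3 times that DMSO median; strong numbers were not always called active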
# Target sequence (Q9H3R0 1-420 limits assumed): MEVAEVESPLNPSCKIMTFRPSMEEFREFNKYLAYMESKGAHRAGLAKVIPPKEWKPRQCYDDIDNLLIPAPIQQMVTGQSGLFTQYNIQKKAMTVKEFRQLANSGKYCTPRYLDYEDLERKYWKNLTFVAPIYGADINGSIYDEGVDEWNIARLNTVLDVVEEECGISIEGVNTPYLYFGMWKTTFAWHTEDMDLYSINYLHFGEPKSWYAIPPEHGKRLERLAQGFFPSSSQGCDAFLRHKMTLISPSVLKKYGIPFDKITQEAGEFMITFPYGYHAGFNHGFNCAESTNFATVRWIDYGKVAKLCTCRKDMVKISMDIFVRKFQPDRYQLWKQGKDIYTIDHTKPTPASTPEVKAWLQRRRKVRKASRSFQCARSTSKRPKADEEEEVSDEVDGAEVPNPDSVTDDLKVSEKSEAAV
# CIT2-GFP yeast – alters CIT2-GFP fluorescence in TOR pathway yeast screen; S. cerevisiae CIT2-GFP strain, flow cytometry, 3 h; 100 means same as DMSO wells; GFP response vs DMSO, % at 10 µM; 320,000 compounds, 0.065% hits;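 active = GFP response relative to DMSO above a set limit, near the screen mean plus 3 SD, cut at about 150% in these data; inconclusive = Fewer than 70 cells measured for a yeast strain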;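 note: ratio of well median GFP fluorescence to mean of DMSO wells on the plate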
# MEP2-GFP yeast – yeast TOR pathway MEP2-GFP modulation. S. cerevisiae MEP2-GFP strain, flow cytometry GFP, 3 h; 100% = DMSO control level. 330,000 compounds, 0.51% hits. GFP response vs DMSO, % at 10 µM;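 active = GFP response versus DMSO above a set limit, roughly screen mean plus 3 SD, cut at about 180% in these data; inconclusive = fewer than 70 cells counted for a yeast strain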;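 note: median GFP fluorescence of the barcode-gated MEP2-GFP cells per well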
# GRK2 inh – inhibitors of human GRK2 displacing RNA aptamer | inhibition of aptamer binding, % at 10 µM | AID 488847 | bead flow cytometry, FAM-aptamer displacement from GRK2 | 330,000 compounds, 0.59% hits | P25098;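 active = inhibition of aptamer binding above 40%, roughly 3 SD of noise, on plates passing a quality check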;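 note: median bead fluorescence of bound FAM aptamer so fluorescent compounds give negative values; no value below 0 was filed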
# Target sequence (P25098 whole entry, looked up): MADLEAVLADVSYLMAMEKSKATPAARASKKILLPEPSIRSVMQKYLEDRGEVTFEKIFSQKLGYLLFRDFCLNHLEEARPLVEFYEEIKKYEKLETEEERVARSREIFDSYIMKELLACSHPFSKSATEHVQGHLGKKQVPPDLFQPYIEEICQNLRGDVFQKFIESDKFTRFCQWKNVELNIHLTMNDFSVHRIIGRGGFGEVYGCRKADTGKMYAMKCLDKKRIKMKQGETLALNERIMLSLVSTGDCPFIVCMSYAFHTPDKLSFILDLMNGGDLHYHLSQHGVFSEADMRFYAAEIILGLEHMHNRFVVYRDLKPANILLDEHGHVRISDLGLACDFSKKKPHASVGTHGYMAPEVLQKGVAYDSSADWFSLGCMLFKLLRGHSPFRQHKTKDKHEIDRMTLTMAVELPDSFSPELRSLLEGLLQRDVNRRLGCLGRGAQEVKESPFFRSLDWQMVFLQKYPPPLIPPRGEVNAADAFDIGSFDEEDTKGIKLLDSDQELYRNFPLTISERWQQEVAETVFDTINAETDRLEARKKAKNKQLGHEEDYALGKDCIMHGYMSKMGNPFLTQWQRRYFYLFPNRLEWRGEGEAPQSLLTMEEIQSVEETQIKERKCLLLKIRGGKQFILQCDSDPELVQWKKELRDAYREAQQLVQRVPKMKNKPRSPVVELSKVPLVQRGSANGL
# AGP1 TOR yeast – modulators of TOR pathway AGP1-GFP in S. cerevisiae | S. cerevisiae AGP1-GFP multiplex flow cytometry, 3 h; GFP as percent of DMSO wells | GFP response vs DMSO, % at 10 µM | 320,000 compounds, 0.02% hits | AID 2066;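 active = GFP response relative to DMSO above a set limit, near screen average plus 3 SD, cut at about 150% in these data; inconclusive = fewer than 70 cells counted for the yeast strain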;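 note: median GFP channel fluorescence of the gated AGP1 strain per well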
# Starred values were filed as active, the others as inactive; ? = inconclusive; nt = not tested or not shown; [ ] = dose if it differs, or a comment.
LAP4-GFP MLPCN	RPL19A TOR yeast	VLA-4 inh	JMJD2C inh	CIT2-GFP yeast	MEP2-GFP yeast	GRK2 inh	AGP1 TOR yeast	smiles
100	110	0	58*	104	117	0	94	Cc1nc2ccc(C(=O)N/N=C/c3cc([N+](=O)[O-])ccc3O)cc2[nH]1
97	95	2	39	100	96	1	100	Cc1nnc(SCCn2c(N3CCCC(C)C3)nc3c2c(=O)n(C)c(=O)n3C)s1 (stereo not drawn)
87	94	1	-1	86	95	1	89	CCOC(=O)CC(=O)CSc1nc(-c2cccnc2)cc(C)c1C#N
105	nt	2	7	92	102	2	99	Cc1ccc(NC(=O)/C(=C/c2ccco2)c2ccccc2)c(C)c1
89	100	8	nt	86	102	1	106	CC(C)(C)C1CCc2c(sc(NC(=O)c3ccco3)c2C(N)=O)C1 (stereo not drawn)
91	101	0	4	92	101	0	97	O=C(NCC1CCCO1)C(=O)N/N=C/c1ccc(O)c(Cl)c1 (stereo not drawn)
104	99	-3	-2	92	99	0	nt	CC(CC(=O)Nc1ccc2c(c1)OCCO2)c1ccccc1 (stereo not drawn)
105	117	8	-21	108	117	0	105	O=C(N/N=C/c1cccs1)c1ccc(-n2cccc2)cc1

# Arranged by SMILES length (descending): part of the list above
LAP4-GFP MLPCN	RPL19A TOR yeast	VLA-4 inh	JMJD2C inh	CIT2-GFP yeast	MEP2-GFP yeast	GRK2 inh	AGP1 TOR yeast	smiles
105	nt	2	7	92	102	2	99	Cc1ccc(NC(=O)/C(=C/c2ccco2)c2ccccc2)c(C)c1
87	94	1	-1	86	95	1	89	CCOC(=O)CC(=O)CSc1nc(-c2cccnc2)cc(C)c1C#N
104	99	-3	-2	92	99	0	nt	CC(CC(=O)Nc1ccc2c(c1)OCCO2)c1ccccc1 (stereo not drawn)

# Other structures.
LAP4-GFP MLPCN	RPL19A TOR yeast	VLA-4 inh	JMJD2C inh	CIT2-GFP yeast	MEP2-GFP yeast	GRK2 inh	AGP1 TOR yeast	smiles
105	102	4	2	98	100	2	104	CCn1c(=O)[nH]c(=O)c2c(N)c(C(=O)c3cc(F)ccc3F)sc21
102	106	9	3	88	92	3	90	C#CCOCCOCCOCCNc1nc(N2CCOCC2)nc(N2CCN(C(=O)[C@H]([C@@H](C)CC)n3cc(CCCN=C(N)N)nn3)CC2)n1
107	102	-3	-9	106	111	2	104	Cn1nc(C(=O)OCC(=O)Nc2ccc(S(N)(=O)=O)cc2)c2ccccc2c1=O
95	101	-16	2	99	102	8	108	Cn1cnnc1SCC(=O)Nc1sc2c(c1C(N)=O)CCC2
97	95	22	-13	95	122	0	92	COc1ccc(-n2ncc3c2CC(C)(C)CC3NC(=O)CSc2ccccn2)cc1 (stereo not drawn)
74	90	15	0	94	88	0	65	O=C(Nc1nccs1)c1nc[nH]c1C(=O)NCc1ccccc1
101	92	1	-1	98	96	19	94	COc1ccc(Cn2nnc(C(=O)Nc3ccc(F)cc3)c2N)cc1
99	104	-11	6	99	99	0	101	CC(=O)Nc1cccc(Oc2nc(C)cc(C)c2C#N)c1
95	98	-1	-25	95	101	1	94	Cc1cc(C)c(S(C)(=O)=O)c(NN)n1
91	108	16	-4	104	105	3	98	CC(C)c1ccc(C(=O)N2CCCN(C(=O)c3ccc(C(C)C)cc3)CC2)cc1
101	105	-4	-8	nt	114	0	105	Cc1ccc(C(=O)OCC(=O)Nc2cc(F)ccc2F)cc1NC(=O)c1ccco1
107	104	-17	nt	113	116	2	102	COc1ccc(CN(C)C(=O)CCN2C(=O)c3ccccc3C2=O)c(OC)c1OC
97	99	0	1	94	98	0	97	COc1cccc(S(=O)(=O)Nc2cccnc2)c1
100	94	20	13	84	97	1	95	NNC(=O)c1cc(-c2ccc(N)cc2)nc2ccc(Br)cc12
99	97	9	3	97	97	0	96	O=[N+]([O-])c1cccc(-c2ccc(/C=N/n3c(-c4ccccc4)n[nH]c3=S)o2)c1
112	98	10	2	90	100	0	77	COc1ccc2c(=O)cc(-c3ccccc3F)oc2c1
92[may fluoresce red]	?	11	-3	85[may fluoresce red]	98[may fluoresce red]	0	83[may fluoresce red]	CCNc1cc(N2CCCC2)ccc1[N+](=O)[O-]
97	93	-5	-6	109	102	1	106	CC(=O)c1ccc(NC(=O)CSc2nc3[nH]ncc3c(=O)[nH]2)cc1
102	100	20	-4	99	106	0	109	O=C(NCc1ccc2c(c1)OCO2)c1ccc2c(c1)S(=O)(=O)c1ccccc1C2=O
104	97	-8	-8	102	105	2	100	O=C(Nc1ccccn1)NC12CC3CC(CC(C3)C1)C2
103	100	-5	25	100	101	0	102	CC(=O)Nc1ccc2nc(NC(=O)COc3ccccc3)sc2c1
102	101	16	8	99	104	3	97	O=[N+]([O-])c1cc(C(F)(F)F)cc([N+](=O)[O-])c1N1CCCNCC1
104	102	-1	5	108	97	1	102	CCOC(=O)C1=C(C(C)=O)C(c2cccnc2)C(C#N)=C(N)O1 (stereo not drawn)
93	108	8	-2	107	102	0	105	NS(=O)(=O)c1ccc(CCNC(=O)CN2CCN(c3cccc(Cl)c3)CC2)cc1
90	99	-11	-16	95	96	5	92	Cc1ccccc1OCC(=O)OCC(=O)Nc1ccc(S(N)(=O)=O)cc1
113	95	8	6	100	101	0	99	CCN(CC(=O)Nc1ccc2c(c1)OCCO2)C(=O)/C=C/c1ccc(F)cc1
97	102	0	16	101	100	5	103	O=C(Cn1cnc2ccccc21)N/N=C/c1cccs1
102	96	11	-7	97	101	3	100	CCC(NC(=O)c1cc(COc2cc(C)c(Cl)c(C)c2)on1)c1ccncc1 (stereo not drawn)
100	92	-2	2	97	104	1	91	CCNC(=S)N1CCCCC1CO (stereo not drawn)
102	109	-5	3	108	106	0	103	Cc1n[nH]c(C)c1Sc1ccccc1[N+](=O)[O-]
119	109	6	17	111	100	0	113	Cc1nc(N)sc1C(=O)N1N=N1
102	102	-1	-2	94	102	0	92	CCC1CN(C(=O)NCc2cccc(OC)c2)c2cc(Cl)ccc2O1 (stereo not drawn)

# Entries of single compounds, quoted from the list. Values in the order: LAP4-GFP MLPCN	RPL19A TOR yeast	VLA-4 inh	JMJD2C inh	CIT2-GFP yeast	MEP2-GFP yeast	GRK2 inh	AGP1 TOR yeast
# Results for CCN(CC(=O)Nc1ccc2c(c1)OCCO2)C(=O)/C=C/c1ccc(F)cc1 → 113	95	8	6	100	101	0	99
# Results for CCNC(=S)N1CCCCC1CO (stereo not drawn) → 100	92	-2	2	97	104	1	91
# Results for Cc1ccccc1OCC(=O)OCC(=O)Nc1ccc(S(N)(=O)=O)cc1 → 90	99	-11	-16	95	96	5	92
# Results for CCC1CN(C(=O)NCc2cccc(OC)c2)c2cc(Cl)ccc2O1 (stereo not drawn) → 102	102	-1	-2	94	102	0	92
# Results for CCC(NC(=O)c1cc(COc2cc(C)c(Cl)c(C)c2)on1)c1ccncc1 (stereo not drawn) → 102	96	11	-7	97	101	3	100

# (listing goes on)
LAP4-GFP MLPCN	RPL19A TOR yeast	VLA-4 inh	JMJD2C inh	CIT2-GFP yeast	MEP2-GFP yeast	GRK2 inh	AGP1 TOR yeast	smiles
100	95	-5	3	104	110	15	29	O=C(Nc1ccccc1C(F)(F)F)N1CCC(n2c(=O)[nH]c3ccccc32)CC1
129	96	1	-3	85	108	4	89	CCN=c1scc(-c2ccco2)n1/N=C/c1ccc(OC)c(O)c1
117	89	11	3	87	98	3	106	O=S(=O)(c1ccc(-c2ccon2)s1)N1CCCC1
102	100	2	-10	102	108	2	93	O=C(Nc1cccc2ncccc12)c1cccnc1
113	100	1	0	109	96	1	93	C#CCOCCOCCOCCNc1nc(N2CCOCC2)nc(N2CCN(C(=O)[C@H]([C@@H](C)CC)n3cc([C@@H](N)Cc4ccc(O)cc4)nn3)CC2)n1
125	95	4	-5	103	113	0	112	O=C(Nc1ccc(F)cc1)C(c1ccccc1)N1CCN(S(=O)(=O)c2ccc3ccccc3c2)CC1 (stereo not drawn)
104	100	1	8	94	102	0	105	O=C(CNC(=O)c1ccco1)Nc1ccc(S(=O)(=O)N2CCCC2)cc1
110	93	38	-11	68	90	0	73	CC(C)CCN1CCN=C1Nc1ccccc1
98	104	54*	-6	103	101	1	104	Cc1cc(C)n(CC(O)CN2C(=O)NC(C)(C)C2=O)n1 (stereo not drawn)
89	99	4	3	99	95	3	91	O=C(Nc1ccccc1)c1cccc(C(F)(F)F)c1
96	115	3	4	122	115	7	116	Cc1c([N+](=O)[O-])nnn1-c1cc(Cl)cc(Cl)c1
99	100	-21	-20	105	110	0	107	C/C(N)=C(/C#N)C(=O)CSc1nnc(SCc2ccc(Cl)cc2)s1
97	91	1	0	93	96	4	97	O=[N+]([O-])c1cc(C(F)(F)F)ccc1N1CCC(O)CC1
100	91	0	-1	91	96	1	93	O=C(Nc1nc2ccccc2[nH]1)c1ccccc1F
102	101	0	-8	102	105	4	103	O=C(NCCc1ccccn1)c1cc(-c2ccccc2Cl)nc2ccccc12
109	96	20	-3	96	101	2	106	CCc1cc(-c2n[nH]c(C)c2-c2nc(C)cs2)c(O)cc1OC
121	100	6	2	96	102	1	113	OC(COc1ccc(Cl)cc1)CN1CCN(c2ccccn2)CC1 (stereo not drawn)
100	102	0	52	111	107	2	108	Cc1noc(NS(=O)(=O)c2ccc(NC(=O)CSc3ncccn3)cc2)c1C
112	92	-3	6	95	122	0	82	CC(=O)N1C(=O)C(=C2C=C(C)OC(C)=C2)c2ccccc21
95	98	-15	-10	103	99	0	94	CCOc1ccc(N(C)S(=O)(=O)c2ccc3[nH]cc(C(=O)NCCOC)c(=O)c3c2)cc1
103	96	-2	0	95	98	0	91	Cc1ccc(C)c(S(=O)(=O)N2CCN(c3nc(-c4cccnc4)nc4ccccc34)CC2)c1
105	96	2	-39	98	99	0	95	O=C(CN1CCN(CC(=O)Nc2ccccn2)CC1)Nc1ccccn1
103	95	-7	16	94	103	2	98	O=C(NCC1CCCN(Cc2nccs2)C1)c1cccc2ccccc12 (stereo not drawn)
91	106	9	2	115	105	1	109	CCCC(=O)N1CCC(Cc2ccccc2)CC1
106	101	10	8	98	100	2	100	C=CCn1c(CCC(O)COCCCCC)n[nH]c1=S (stereo not drawn)
102	103	5	-3	82	99	0	103	O=C(NCC1CCCO1)C(C(=O)c1ccccc1)n1ccccc1=O (stereo not drawn)
101	103	0	-8	87	100	0	99	CN(C)CCn1c(=S)[nH]c2ccccc2c1=O
89	99	40	6	101	99	2	103	COc1ccc(C2C(C#N)=C(SCC(=O)Nc3ccc(C)cc3)NC3=C2C(=O)CC(C)(C)C3)cc1 (stereo not drawn)
102	102	12	-7	92	97	0	102	C(=N\Nc1ccc(-n2ccnc2)nn1)/c1ccccc1

# Copied from the list.
# CN(C)CCn1c(=S)[nH]c2ccccc2c1=O in CIT2-GFP yeast → 87
# C(=N\Nc1ccc(-n2ccnc2)nn1)/c1ccccc1 in LAP4-GFP MLPCN → 102
# C=CCn1c(CCC(O)COCCCCC)n[nH]c1=S (stereo not drawn) in LAP4-GFP MLPCN → 106
# O=C(NCC1CCCO1)C(C(=O)c1ccccc1)n1ccccc1=O (stereo not drawn) in JMJD2C inh → -3
# COc1ccc(C2C(C#N)=C(SCC(=O)Nc3ccc(C)cc3)NC3=C2C(=O)CC(C)(C)C3)cc1 (stereo not drawn) in VLA-4 inh → 40
